From PubChem
p53 reactivator: qHTS assay for re-activators of p53 using a Luc reporter | H1299 p53-A138V BP100-luciferase reporter, luminescence, 24 h | Potency, µM (series often up to 92.2 µM), without a hit: top-dose activity change, positive = activation, actives largely listed as activators | 0.063% of 320,000 active | AID 504706, 2011; note: potency is the fitted concentration of half-maximal effect; % of control where 0% means no effect; nearly all actives have a fitted effect of over 45% in size
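H1299 (p53-null), stable ts p53-A138V + BP100-Luc; 1000 cells/well, Opti-MEM/10% FBS; cpd 4 pt, 1:5; 24 h, 37 deg C, 5% CO2; detection reagent 10 min RT; luminescence.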
Tb PFK inh: qHTS Assay to Find Inhibitors of T. brucei phosphofructokinase | ATP-dependent 6-phosphofructokinase (Trypanosoma brucei brucei), O15648 | T. brucei PFK, ADP-Glo luminescence | Potency, µM (doses to about 57.5 µM), for inactives: at the top dose activity, negative = inhibition, most hits filed as inhibitors | 0.17% of 330,000 active;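 note: potency is the fitted concentration of half-maximal effect; 0% = uninhibited 1x PFK enzyme wells and -100% = no-enzyme wells; nearly all actives have a fitted effect of over 60% in size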
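In TEA buffer at pH 8.0 with 5 mM MgCl2, enzyme (1.25 nM) converted F6P (0.5 mM) and ATP (0.1 mM) for 45 min at room temperature. ADP product was read by luciferase luminescence.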
NPC1 prom act: qHTS Assay for NPC1 Promoter Activators; Huh7 NPC1 promoter luciferase reporter, 24 h; AID 485313, 2010; 2.4% of 320,000 active; Potency, µM (highest dose often 9.22 µM), without a hit: at the highest dose activation, actives largely listed as activators;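 note: potency is the fitted concentration of half-maximal effect; % of control where 0% means no effect; nearly all actives have a fitted effect of over 60% in size; reporter is driven by a mutant NPC1 promoter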
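Luminescence from an NPC1 promoter-driven luciferase reporter in stably transfected Huh7 cells was measured after 24 h compound treatment at 37 °C, followed by 10 min ambient incubation with luciferase detection reagent.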
ELG1 genotox: qHTS screen for small molecules that induce genotoxicity in human embryonic kidney (HEK293T) cells expressing luciferase-tagged ELG1 | HEK293T ELG1-luciferase reporter, luminescence, 16 h | Potency, µM (top dose mostly 46 µM), for the others: at the top dose activity change, positive = activation, usual class: activators | 1.3% of 330,000 active; note: potency is the fitted concentration of half-maximal effect; % of control where 0% means no effect; nearly all actives have a fitted effect of over 60% in size
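After overnight (16 hr) compound treatment at 37 °C, ELG1-luciferase HEK293T cells were lysed with ONE-Glo; luminescence quantified 30 min later at room temperature.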
TRPV1 agonist: HTS Assay for Compounds that Act as Agonists of the Vanilloid Receptor 1; 0.19% of 320,000 active; activation, % at 8.33 µM; Transient receptor potential cation channel subfamily V member 1 (Homo sapiens), Q8NER1; TRPV1-expressing cells, Fluo-8 calcium influx, agonist mode; AID 540275, 2011; in the data active = activation above about 80%; inconclusive = between about 30% and that limit; note: 0% is about no effect
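Cells expressing TRPV1 were dye-loaded with Fluo-8 and read kinetically: 10 s baseline, 3 min after compound (agonist portion), then 2 min after EC20 capsaicin (allosteric enhancer portion). Calcium-bound dye fluorescence at 480/520 nm.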
BRCA1 expr up: qHTS Assay to Identify Small Molecule Activators of BRCA1 Expression; MCF7-BRCA1-FFLuc reporter, luminescence, 48 h; response scale: scaled: vehicle 0%, 10 µM genistein 100%; Potency, µM (highest dose often 46.1 µM), inactives show at the highest dose activation, most hits filed as activators; 1.1% of 380,000 active; note: potency is the fitted concentration of half-maximal effect; nearly all actives have a fitted effect of over 80% in size; some results filed as inactive show a strong effect at the top dose
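MCF7-BRCA1-FFLuc, 2000 cells/well; 2 h attach, 37 °C/5% CO2; compound 48 h; luciferase substrate 15 min; luminescence end-point. Norm. to genistein 10 microM max activation and DMSO; concentration-response curves fitted.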
Gal4-VP16 FLuc: VP16 counterscreen qHTS for inhibitors of ROR gamma transcriptional activity; 3.5% of 310,000 active; AID 2546, 2010; Potency, µM (doses to about 53.6 µM), for the others: at the highest dose activity, negative = inhibition, actives largely listed as inhibitors; Drosophila S2 Gal4-VP16 UAS-luciferase, luminescence, 20 h;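 note: Gal4-VP16 expression switched on by copper sulfate through the metallothionein promoter; potency is the fitted concentration of half-maximal effect; % is set by controls: 0 for no effect and ±100 for the full control effect; nearly all actives have a fitted effect of over 50% in size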
FLuc modulator: qHTS profiling assay for firefly luciferase inhibitor/activator using purifed enzyme and Km concentrations of substrates (counterscreen for miR-21 project) | purified FLuc, Km substrates, luminescence inhibition | Potency, µM (top dose mostly 57.5 µM), inactives show at the top dose activity change, negative = inhibition, actives largely listed as inhibitors | 6.9% of 360,000 active | AID 588342, 2011;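 note: potency is the fitted concentration of half-maximal effect; plate controls were vehicle for no effect and reference inhibitor for full effect; nearly all actives have a fitted effect of over 55% in size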
Target sequence (P08659 whole entry, looked up): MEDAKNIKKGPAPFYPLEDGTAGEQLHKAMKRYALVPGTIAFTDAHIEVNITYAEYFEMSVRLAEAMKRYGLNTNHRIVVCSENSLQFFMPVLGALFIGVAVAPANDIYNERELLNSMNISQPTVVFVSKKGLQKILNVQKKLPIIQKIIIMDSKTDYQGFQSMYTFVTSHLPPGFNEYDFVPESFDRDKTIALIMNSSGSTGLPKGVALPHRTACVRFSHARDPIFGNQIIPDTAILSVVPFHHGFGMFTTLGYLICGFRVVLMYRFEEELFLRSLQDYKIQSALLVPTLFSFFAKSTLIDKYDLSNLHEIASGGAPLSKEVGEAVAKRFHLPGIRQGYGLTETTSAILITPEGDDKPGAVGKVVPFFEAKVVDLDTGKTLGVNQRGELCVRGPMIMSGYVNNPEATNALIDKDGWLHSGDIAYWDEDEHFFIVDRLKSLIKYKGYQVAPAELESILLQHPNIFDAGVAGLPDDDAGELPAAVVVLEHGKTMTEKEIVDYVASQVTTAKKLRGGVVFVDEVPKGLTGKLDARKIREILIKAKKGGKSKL
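Purified P. pyralis luciferase, 10 nM final, with Km-level 10 uM D-luciferin and 10 uM ATP in 50 mM Tris acetate pH 7.5, 10 mM Mg acetate, 0.01% Tween-20, 0.05% BSA; 6-point qHTS titration about 60 µM downward; luminescence read.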
Rab9 prom act: qHTS Assay for Rab9 Promoter Activators; Huh7 Rab9 promoter-luciferase reporter, luminescence, 24 h; Potency, µM (doses to about 9.22 µM), inactives show at the highest dose activation, negative = inhibition, most hits filed as activators; 2.8% of 320,000 active; AID 485297, 2010; note: potency is the fitted concentration of half-maximal effect; % of control where 0% means no effect; nearly all actives have a fitted effect of over 60% in size
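Cell-based reporter: Huh7 stable for Rab9 promoter-driven luciferase, plated in reduced-serum medium with 10% FBS at 1500 cells/well, compound-treated 24 h at 37 °C, luminescence read after 10 min reagent.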
RORg inh: qHTS for inhibitors of ROR gamma transcriptional activity; Nuclear receptor ROR-gamma (Mus musculus), P51450; 5.4% of 310,000 active; Potency, µM (doses to about 53.6 µM), for the others: at the top dose activity change, negative = inhibition, most hits filed as inhibitors; AID 2551, 2010; Drosophila S2 Gal4-RORgamma UAS-luciferase reporter, 20 h; note: potency is the fitted concentration of half-maximal effect; % is set by controls: 0 for no effect and ±100 for the full control effect; nearly all actives have a fitted effect of over 60% in size
Target sequence (P51450 whole entry, looked up, the tested form may be a part): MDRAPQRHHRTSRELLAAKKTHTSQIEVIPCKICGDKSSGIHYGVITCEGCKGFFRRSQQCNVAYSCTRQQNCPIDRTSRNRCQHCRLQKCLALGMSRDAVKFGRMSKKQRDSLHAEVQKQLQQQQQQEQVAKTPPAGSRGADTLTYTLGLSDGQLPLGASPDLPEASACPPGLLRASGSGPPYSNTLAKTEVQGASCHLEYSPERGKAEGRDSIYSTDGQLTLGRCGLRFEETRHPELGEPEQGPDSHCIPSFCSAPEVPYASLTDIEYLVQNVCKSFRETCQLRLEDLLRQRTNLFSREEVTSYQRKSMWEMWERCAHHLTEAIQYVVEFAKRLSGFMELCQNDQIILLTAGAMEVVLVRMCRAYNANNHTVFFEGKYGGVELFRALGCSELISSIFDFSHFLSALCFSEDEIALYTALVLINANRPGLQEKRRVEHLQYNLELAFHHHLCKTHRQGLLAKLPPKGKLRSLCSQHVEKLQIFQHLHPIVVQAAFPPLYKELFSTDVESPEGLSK
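In this cell-based reporter format, copper sulfate (700 uM final) drives Gal4–ROR gamma fusion expression from a metallothionein promoter in Drosophila Schneider cells; compounds preincubated 1 hr, reporter read after 20 hr at ambient temperature.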
ELG1 DNA repair: qHTS screen for small molecules that inhibit ELG1-dependent DNA repair in human embryonic kidney (HEK293T) cells expressing luciferase-tagged ELG1; HEK293T ELG1-luciferase reporter, luminescence, 16 h; DNA damage induced by 5-fluorouridine; Potency, µM (top dose mostly 46.1 µM), for the others: at the highest dose activity change, negative = inhibition, most hits filed as inhibitors; 2.3% of 330,000 active; note: potency is the fitted concentration of half-maximal effect; % is set by controls: 0 for no effect and ±100 for the full control effect; nearly all actives have a fitted effect of over 55% in size
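Reporter activity after DNA damage by 5-fluorouridine is monitored. Compound-treated cells incubate 16 hr at 37 °C, then ONE-Glo is added for 30 min before luminescence reading.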
Active calls of the source: *; ? = inconclusive; · = no result given; [ ] = dose if it differs, or a comment. Unless noted, calls come from the whole dose curve; as a rule, active = well fitted curve in the direction sought with a large enough effect; inconclusive = small, poorly fitted or top-dose-only effect, or another doubt; inactive = no such curve, though single readings can be large; an effect the other way counts as inactive or inconclusive.

mol	p53 reactivator	Tb PFK inh	NPC1 prom act	ELG1 genotox	TRPV1 agonist	BRCA1 expr up	Gal4-VP16 FLuc	FLuc modulator	Rab9 prom act	RORg inh	ELG1 DNA repair
CCOc1cc(/C=N/NC(=O)C(=O)N2CCCC2)ccc1O	-3%	0%	0%	-3%	1	1%	2%	6%	-9%	6%	-16%
O=C1CCc2cc(S(=O)(=O)NC(Cc3ccccc3)C(=O)N3CCN(c4ccccn4)CC3)ccc2N1 (configuration not stated)	-2%	-4%	-4%	-1%	-1	-21%	0%	1%	-8%	-19%	17%
N/C(=N/OC(=O)c1ccc(Cl)cc1)c1ncc([N+](=O)[O-])s1	?	-1%	25%	7%	2	26%	8%	?	?	-13%	?
CC(C)NC(=S)N1CCN(S(=O)(=O)c2cccc(C(F)(F)F)c2)CC1	-1%	0%	0%	1%	7	-23%	-3%	0%	0%	-3%	5%
CN(C)S(=O)(=O)c1ccc(S(=O)(=O)N2CCCC2)cc1	-1%	-2%	-1%	1%	-2	-1%	-1%	1%	1%	-30%	5%
COCCNC(=O)C(c1ccc(C)o1)N(C(=O)c1snc(C(N)=O)c1N)c1cc(C)cc(C)c1 (configuration not stated)	-2%	-7%	-1%	1%	2	-48%	19%	-1%	8%	4%	-14%
Cc1cc(C)n(-c2ccc(C(=O)OCC(=O)NCc3ccc(Cl)cc3)cc2)n1	3%	0%	-2%	0%	19	15%	6%	9%	7%	19%	5%
CC(=O)NCCC1CCCCN1C(=O)c1cc(COc2cc(C)ccc2C)on1 (configuration not stated)	?	0%	3.5µM*	16µM*	21	7.1µM*	15%	17µM*	2.2µM*	1%	?
O=C(NC1CCCCC1)N(Cc1ccccc1)Cc1ccco1	·	·	·	·	?	-20%	12%	1%	·	18%	·
O=C(Nc1ccc(N2CCN(Cc3ccccc3F)CC2)cc1)c1ccccc1[N+](=O)[O-]	-1%	-4%	-3%	-2%	0	-10%	0%	0%	-2%	26%	-6%
COc1ccc(CC(=O)Oc2ccccc2Cl)cc1S(=O)(=O)N1CCOCC1	0%	0%	-3%	-1%	1	0%	·	4%	1%	·	5%
Cc1nc2ccccc2n1S(=O)(=O)c1ccc(S(=O)(=O)N2CCCCCC2)cc1	-2%	0%	-1%	1%	5	0%	9%	1%	10%	-6%	1%
O=C(CCC(=O)Nc1ccc(Cl)cc1)N/N=C/c1ccc2c(c1)OCO2	-3%	5%	-7%	-27%	-3	-26%	14µM*	5%	-1%	-14%	?
Cc1ccccc1C1C(C#N)=C2N=C(N)c3ccccc3N2C2=C1C(=O)CCC2 (configuration not stated)	-6%	-1%	3%	-2%	6	-17%	5%	6%	-1%	1%	-1%
CCCCc1cn(C[C@H]2CC[C@@H]([C@@H]3CC[C@H](Cn4cc(CCCC)nn4)O3)O2)nn1	11%	4%	0%	1%	0	-13%	-7%	-1%	1%	-1%	12%
CC12CCC(C(=O)N(CSC(=S)N/N=C\c3ccccc3Cl)C1=O)C2(C)C (configuration not stated)	26%	1%	-1%	4%	1	-31%	0%	2%	-2%	?	-11%
COc1ccccc1Nc1nc(-c2sc(N)nc2C)cs1	·	0%	0%	1%	-2	-38%	12%	?	3%	?	?
COc1ccc(C(=O)N2CCN(c3cnn(-c4ccccc4)c(=O)c3Cl)CC2)cc1	2%	2%	-5%	-3%	0	-5%	-2%	1%	-9%	24%	-16%
CCN1CCc2nc3sc(C(=O)N4CCc5ccccc5C4)c(N)c3cc2C1	-4%	-1%	-7%	-6%	1	-28%	4%	?	0%	12%	8%
CCCCNC(=S)NNC(=O)c1c(Cl)c(C)nn1C	-2%	-1%	-3%	-4%	-2	-10%	-30%	-2%	-2%	1.4µM*	-5%
CCCCNc1nc2ccccc2n1CC(=O)Nc1c(C)cccc1CC	-6%	3%	-4%	0%	2	-39%	10%	0%	-1%	16%	-9%
CC(=O)Nc1ccc(N/C=C/C(=O)c2ccc(Cl)cc2)cc1	4%	-2%	?	8%	-3	62%	-15%	-13%	?	19%	0%
CCCCOC(=O)n1c(SCC(=O)N(C)C)nc2ccccc21	10%	-2%	19%	7%	?	25%	1%	-16%	?	16%	4%
O=C(CCNC(=O)c1ccccc1Cl)NCCc1ccc(C(F)(F)F)cc1	-8%	1%	-3%	0%	1	-8%	-6%	2%	4%	30%	12%
C=CCn1c(O)c(N=NC(=O)OC(C)(C)C)c2ccccc21	?	3%	-2%	2%	1	-13%	21%	17µM*	-4%	18%	12%
COCCOC(=O)c1c(C)oc2ccc(NS(=O)(=O)c3ccccc3)cc12	0%	1%	-1%	-4%	1	-15%	2%	0%	2%	37%	-27%
O=C(NCCN1CCOCC1)c1ccc([N+](=O)[O-])cc1[N+](=O)[O-]	4%	10%	-1%	1%	-2	31%	4%	0%	-7%	-26%	-11%
COC(=O)/C(=C/N(C)C)C(=O)N1CCN(c2ccc(Cl)c(Cl)c2)CC1	-2%	?	-6%	-4%	2	-1%	-3%	-3%	0%	-8%	?
c1ccc(Nc2c3c(nc4ncnn24)CCC3)cc1	-11%	-1%	-1%	9%	-1	-6%	-26%	10%	-7%	-53%	16%
O=C(NCC1(c2ccccc2)CCCC1)C(=O)N1CCOCC1	-2%	-3%	1%	1%	3	7%	-5%	-6%	-6%	?	?
C/C(=N\NC(=O)CC1N=C(Cc2ccccc2)NNC1=O)c1ccc(Br)cc1 (configuration not stated)	-7%	-4%	5%	0%	-4	-25%	-10%	1%	-10%	-5%	13%
C/C(=N\N=C\c1cccc(F)c1)c1nnn(-c2nonc2N)c1C	0%	0%	-3%	5%	1	-5%	-6%	-1%	2%	2%	18%
CCC(C)Cn1c(C(C)C)nc2ccccc21 (configuration not stated)	0%	-19%	-10%	-8%	16	-1%	1%[10 µM]	-1%	-4%[1.84 µM]	-1%	-11%
CCC1CCCCN1c1nc(-c2cccc(OC)c2O)nc2ccccc12 (configuration not stated)	7%	-5%	0%	-10%	17	-25%	3%	1%	7%	18%	?
CCOC(=O)/C(C#N)=C/c1cn(CCC(=O)O)nc1-c1cccc(Cl)c1	2%	-1%	-10%	1%	-1	10%	0%	?	9%	42%	0%
COC(=O)c1ccc(/C=N\N2CCN(c3ccccc3)CC2)cc1	·	4%	?	-26%	8	?	1%	5%	?	?	?
COc1ccc(Nc2ncc(C(=O)N3CCC(C(N)=O)CC3)c3ccccc23)cc1	-1%	0%	-1%	0%	-2	2%	9%	-6%	-7%	3%	4%
Cc1ccc2c(Cl)cc(Cl)c(OCC(=O)NC(=O)NCc3ccco3)c2n1	3%	-3%	0%	-1%	10	-16%	-18%	-2%	-3%	10µM*	?
COc1ccc(CCC(=O)Nc2cccc(S(=O)(=O)N3CCOCC3)c2)cc1OC	4%	-4%	-9%	-1%	3	-11%	·	2%	-3%	·	-6%
COc1ccc(Cl)cc1C(=O)Nc1ccc2c(c1)OCO2	?	-2%	?	?	-4	1%	0%	24µM*	?	2%	?
CN1CCN(C(=O)C2CCCN(c3ncnc4c3nc3n4CCCCC3)C2)CC1 (configuration not stated)	4%	0%	0%	3%	1	6%	?	0%	-4%	-7%	13%
CCCCCCOC(=O)C1=C(C)NC(=O)NC1c1ccc(O)cc1 (configuration not stated)	-3%	3%	-3%	0%	3	-27%	4%	3%	-6%	18%	-9%
Cc1ccc(S(=O)(=O)/N=C(\CN2CCOCC2)N2CCOCC2)cc1	13%	0%	0%	-1%	1	0%[1.84 µM]	1%	2%	10%	15%	12%
